Source: PubChem
Vif-APOBEC3G blk = qHTS for Inhibitors of Vif-A3G Interactions: qHTS. DNA dC->dU-editing enzyme APOBEC-3G (Homo sapiens), Q9HC16. HeLa A3G-eYFP + Vif (tagged APOBEC3G with the HIV-1 protein that degrades it), YFP fluorescence, overnight. Potency, µM (titrated, usually from 46.1 µM), for the others: at the highest dose activity, negative = active, usual class: inhibitors. hit rate 0.076% among 410,000. AID 602310, 2012;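 note: potency is the fitted concentration of half-maximal effect; % is set by controls: 0 for no effect and ±100 for the full control effect; nearly all actives have a fitted effect of over 60% in size; hits raise eYFP signal because A3G escapes Vif-driven loss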
Target sequence (Q9HC16 whole entry, looked up): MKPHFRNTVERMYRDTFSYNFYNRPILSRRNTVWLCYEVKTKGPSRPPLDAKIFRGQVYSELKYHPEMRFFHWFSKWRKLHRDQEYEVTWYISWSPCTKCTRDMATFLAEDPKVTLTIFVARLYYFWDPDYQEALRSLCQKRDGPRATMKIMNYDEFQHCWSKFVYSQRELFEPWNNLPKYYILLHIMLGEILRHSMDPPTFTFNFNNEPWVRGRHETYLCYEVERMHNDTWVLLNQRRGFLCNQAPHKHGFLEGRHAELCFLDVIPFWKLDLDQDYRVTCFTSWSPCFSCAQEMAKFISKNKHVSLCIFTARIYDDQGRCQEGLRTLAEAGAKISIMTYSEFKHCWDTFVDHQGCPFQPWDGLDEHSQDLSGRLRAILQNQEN
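HeLa cells stably expressing Vif and C-terminally eYFP-tagged A3G, seeded overnight at 37 deg C, then exposed to compound by pintool overnight at 37 deg C. Rise in yellow fluorescence (Ex 488/Em 500-530, Acumen) marks blocked Vif-driven A3G degradation.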
Vif-A3F inh = qHTS for Inhibitors of Vif-A3F Interactions: qHTS; HeLa A3F-eYFP + Vif (tagged APOBEC3F with the HIV-1 protein that degrades it), YFP fluorescence increase; Potency, µM (highest dose often 46.1 µM), without a hit: top-dose activity, negative = active; AID 602313, 2012; hit rate 0.2% among 390,000; note: potency is the fitted concentration of half-maximal effect; % of control where 0% means no effect; nearly all actives have a fitted effect of over 65% in size
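HeLa cells stably expressing Vif plus C-terminally eYFP-tagged A3F were seeded, incubated overnight at 37 deg C, dosed with compound, incubated overnight again at 37 deg C. Yellow fluorescence (Ex 488/Em 500-530) reported blocked Vif-mediated A3F-eYFP degradation.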
PI4K2A inh = qHTS for small molecular inhibitors of PI4K2A; Phosphatidylinositol 4-kinase type 2-alpha (Homo sapiens), Q9BTU6; purified PI4K2A, ADP-Glo luminescence, 1 h; stronger effect = lower value; activity change, negative = inhibition, % at 76.9 µM; hit rate 0.13% among 420,000; in the data active = activity change below about -50%; inconclusive = mostly about -30% to -49%;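 note: -100% = wells without enzyme as full effect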
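Compounds are screened against recombinant PI4K2A using PI as substrate and ATP, the latter dispensed at 300 microM. Reactions run one hour at ambient temperature before ADP-Glo detection; full inhibition defined by wells lacking enzyme.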
LDHA block = qHTS assay for inhibitors of human lactate dehydrogenase; hit rate 0.15% among 480,000; purified LDHA, NADH/diaphorase-resazurin fluorescence; stronger effect = lower value; activity change, % (values are at about 110 or 230 µM); AID 1347041, 2019; in the data active = activity change below about -30%; inconclusive = mostly about -25% to -30%;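 note: plate controls were DMSO wells for no effect and wells without enzyme for full effect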
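LDH5 2 nM; NADH 0.06 mM, pyruvate 0.2 mM; 200 mM Tris pH 7.4, EDTA, Tween-20; 5 min RT. Detection: diaphorase 0.133 mg/mL + resazurin 37 µM, fluorescence ex540/em590 at 0 and 20 min; normalized to enzyme-free and DMSO wells.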
IDH1 R132H inh = qHTS for Inhibitors of mutant isocitrate dehydrogenase 1 (IDH1): qHTS | Isocitrate dehydrogenase [NADP] cytoplasmic (Homo sapiens), O75874 | IDH1-R132H enzyme, NADPH consumption, diaphorase/resazurin fluorescence | Potency, µM (doses to about 76.6 µM), inactives show at the highest dose activity change, negative = inhibition, most hits filed as inhibitors | hit rate 0.093% among 390,000 | AID 602179, 2012; note: potency is the fitted concentration of half-maximal effect; % is set by controls: 0 for no effect and ±100 for the full control effect; nearly all actives have a fitted effect of over 65% in size
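IDH1-R132H (0.5 ug/mL) preincubated 30 min with compound, then NADPH (0.016 mM) and alpha-KG (2 mM) added; 80 min at RT, pH 7.5. Remaining NADPH coupled via diaphorase/resazurin to fluorescence (540/590 nm); concentration-response curves normalized to no-enzyme control.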
USP1-UAF1 inh = Inhibitors of USP1/UAF1: Primary Screen; AID 743255, 2014; recombinant USP1/UAF1, Ub-Rhodamine cleavage fluorescence; Potency, µM (series often up to 57.1 µM), inactives show top-dose activity change, negative = inhibition, most hits filed as inhibitors; hit rate 0.23% among 390,000; note: potency is the fitted concentration of half-maximal effect; % is set by controls: 0 for no effect and ±100 for the full control effect; nearly all actives have a fitted effect of over 60% in size; inactives centre near -12
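Step one: compound is pinned into 1nM USP1/UAF1 in HEPES pH 7.8 buffer with TCEP. Step two: 15 min room-temperature incubation. Step three: Ub-Rho (150nM final) starts cleavage, tracked by fluorescence over six one-minute reads.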
RXFP1 ag = qHTS Assay for Agonists of the Relaxin Receptor RXFP1; Potency, µM (titrated, usually from 57.5 µM), for inactives: at the highest dose activation, hits mostly activators; Relaxin receptor 1 (Homo sapiens), Q9HBX9; hit rate 0.3% among 370,000; HEK293T-RXFP1 cAMP TR-FRET, 30 min; response scale: percent of porcine relaxin response, buffer zero; note: potency is the fitted concentration of half-maximal effect; % is set by controls: 0 for no effect and ±100 for the full control effect; nearly all actives have a fitted effect of over 60% in size; many of its hits are not listed in these tables
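cAMP rise read by TR-FRET after 30 min, 37C compound exposure (up to 58 uM) in RXFP1-transfected HEK293 cells with Ro 20174 present. EC50 from Hill-equation fits, with 29 nM porcine relaxin as 100% and buffer as basal.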
GRP78 ERSR act = qHTS for Inducers of the Endoplasmic Reticulum Stress Response (ERSR) in Human Glioma: qHTS. U87-MG GRP78 promoter luciferase reporter, 16 h. Potency, µM, for the others: top-dose activation, most hits filed as activators. hit rate 0.02% among 420,000. AID 602332, 2012; note: potency is the fitted concentration of half-maximal effect; series mostly up to about 76 µM; % of control where 0% means no effect; nearly all actives have a fitted effect of over 35% in size
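ERSR induction read as luciferase luminescence (Bright-Glo, 10 min at room temperature) in stably transfected human U87-MG glioma cells exposed to compounds for 16 h, using GRP78 as sensor.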
TrxR1 substrate = qHTS Assay for Substrates of Mammalian Selenoprotein Thioredoxin Reductase 1 (TrxR1): qHTS | AID 588456, 2011 | purified TrxR1 substrate turnover, NADPH consumption readout | hit rate 0.01% among 390,000 | Potency, µM (doses to about 114 µM), for the others: at the top dose activity change, negative = substrate turnover; note: potency is the fitted concentration of half-maximal effect; % is set by controls: 0 for no effect and ±100 for the full control effect; nearly all actives have a fitted effect of over 50% in size
Target sequence (O89049 whole entry, looked up): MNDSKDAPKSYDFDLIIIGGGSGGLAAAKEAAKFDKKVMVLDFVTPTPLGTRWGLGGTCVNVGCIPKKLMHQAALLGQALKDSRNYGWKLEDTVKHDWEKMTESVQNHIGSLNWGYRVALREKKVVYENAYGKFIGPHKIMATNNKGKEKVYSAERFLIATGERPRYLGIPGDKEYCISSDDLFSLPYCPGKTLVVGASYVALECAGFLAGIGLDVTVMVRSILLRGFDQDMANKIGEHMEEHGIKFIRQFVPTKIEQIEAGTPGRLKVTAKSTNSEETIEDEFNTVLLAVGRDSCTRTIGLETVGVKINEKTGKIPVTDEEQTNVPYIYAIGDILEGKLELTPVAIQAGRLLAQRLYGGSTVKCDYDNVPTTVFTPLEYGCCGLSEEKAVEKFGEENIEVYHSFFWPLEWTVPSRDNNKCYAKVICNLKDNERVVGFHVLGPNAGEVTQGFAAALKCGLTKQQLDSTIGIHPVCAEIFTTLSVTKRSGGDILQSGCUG
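Rat TrxR1, dispensed at 90 nM, was prereduced with 400 uM NADPH (final) for 5 min at ~22 deg C, then incubated with compound 15 min before 400 uM selenite. A first-read NADPH fluorescence drop versus no-compound background flagged substrates.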
Active calls of the source: *; u = inconclusive; x = no result given; [ ] = dose if it differs, or a comment. Unless noted, calls come from the whole dose curve; as a rule, active = well fitted curve in the direction sought with a large enough effect; inconclusive = small, poorly fitted or top-dose-only effect, or another doubt; inactive = no such curve, though single readings can be large; an effect the other way counts as inactive or inconclusive. The list is partial; rates above refer to the full screens.

SMILES	Vif-APOBEC3G blk	Vif-A3F inh	PI4K2A inh	LDHA block	IDH1 R132H inh	USP1-UAF1 inh	RXFP1 ag	GRP78 ERSR act	TrxR1 substrate
COCCCNC(=O)CSc1nc2cc3c(cc2c(=O)n1CCCC(=O)NCc1ccc2c(c1)OCO2)OCO3	-2%	3%	3	4	-8%	6%	0.6%	-4%	4%[57.1 µM]
CCCCc1nc(C(N)=O)c2[nH]c(=O)n(-c3ccccc3F)c2n1	0%	7%	1	-2	-4%	-23%	6.2%	-3%	5%
O=C(CNCc1ccccn1)Nc1cc(S(=O)(=O)N2CCCCC2)ccc1Cl	0%	-3%	3	2	2%	-25%	3.9%	-4%	-8%[57.1 µM]
COc1ccc(CCNC(=O)NCc2noc3ccccc23)c(OC)c1	-1%	-1%	2	-5	16%	-14%	0.2%	-4%	-3%
Cc1ccc(NC(=O)CN(C)C(=O)Cc2ccc(Cl)c(Cl)c2)cc1	-13%	5%	-6	-2	14%	-19%	1.8%	2%	-5%
CCOC(=O)CSc1nnc(-c2ccccc2OC)o1	2%	0%	-7	-7	3%	-10%	1.9%	-2%	-10%
O=C(Nc1c(Cl)cc(Cl)cc1C(=O)NCCN1CCOCC1)c1ccc(Cl)cc1Cl	3%	-21%	2	0	4%	-2%	2.7%	0%	0%
CCc1ccc(C(C)NC(=O)c2ccncc2)cc1 (stereo not drawn)	-3%	12%	2	2	7%	-13%	-2.7%	0%	6%
CC1(CCc2ccccc2)NC(=O)N(CC(=O)Nc2ccc(S(N)(=O)=O)cc2)C1=O (stereo not drawn)	-3%	6%	0	-4	-1%	-22%	4.3%	-4%	10%[57.1 µM]
COC(=O)C1=C(CSc2nc3c(cc2C#N)CN(C)CC3)OC(N)=C(C#N)C1c1ccccc1F (stereo not drawn)	-5%	-24%	-27	2	8%	u	3.8%	2%	7%
COc1ccc(-c2nn(-c3ccccc3)cc2/C=N/Nc2ccc(Cl)c(C(=O)O)c2)cc1OC	-2%	7%	7	-11	-5%	-26%	6.9%	2%	6%
CC(=O)Nc1c2c(nn1-c1ccc(C)cc1)CSC2	3%	6%	1	-6	-4%	-8%	-3.7%	1%	3%
Cc1nnc(NC2CCCCC2)[nH]c1=O	1%	3%	-5	4	7%	-10%	0.8%	-5%	-3%
CCOc1ccccc1NC(=O)c1nnn(CC(=O)Nc2ccc(OC)c(OC)c2)c1N	-8%	-11%	5	-7	-2%	u	-0.8%	-2%	-5%
COc1cc2c(cc1OC)C(C1(O)CCCCC1)NCC2 (stereo not drawn)	1%	-2%	-2	-8	-3%	-23%	1.5%	0%	6%[57.1 µM]
C[C@@H]1COC(=O)[C@H](NC(=O)OCC2c3ccccc3-c3ccccc32)C/C=C\C[C@@H](CC(=O)N[C@H](CO)Cc2ccccc2)C(=O)N1	-16%	u	-9	4	12%	-26%	x	-13%	2%
CC1(C)NC(=O)N(CC(O)CN(c2ccccc2)S(=O)(=O)c2ccccc2)C1=O (stereo not drawn)	-1%	-2%	-3	-1	-1%	-29%	-2.2%	-3%	3%
CO/N=C(\c1ccccc1)c1cccnc1	1%	-10%	11	-2	9%	-18%	-0.5%	-2%	3%
Cn1cnnc1SCc1nc(N)nc(Nc2ccccc2)n1	3%	-1%	5	-1	8%	4%	-0.3%	-2%	-3%[57.1 µM]
O=c1c2ccccc2oc2ccc(-c3ccc4cc[nH]c4c3)cc12	2%	2%	-3	4	12%	-24%	x	-1%	11%
COc1ccc(-c2oc(NC(C)=O)c(C#N)c2-c2ccc(OC)cc2)cc1	-16%	-4%	0	3	-12%	-8%	0.1%	-1%	-9%
Cc1ccccc1-n1c(C)nc2ccccc21	2%	-1%	1	-1	7%	-19%	0.6%	-11%	7%[57.1 µM]
CCCCN(C(=O)CNC(=O)c1ccco1)C(C(=O)NC1CCCCC1)c1ccc(OC)cc1OC (stereo not drawn)	2%	1%	-1	-7	16%	-10%	1.8%	-2%	-13%
Cn1nc(-c2ccccc2)cc1NC(=O)c1ccc(Cl)cc1	4%	6%	-4	-5	4%	-25%	0.2%	-1%	6%[57.1 µM]
Cc1oc(-c2ccccc2Cl)nc1Cn1c(SCc2cccc(F)c2)nc2cccnc21	-4%	-2%	2	1	-4%	-35%	7.2%	-5%	13%

Ordered by number of heavy atoms (lowest first): some entries from above
SMILES	Vif-APOBEC3G blk	Vif-A3F inh	PI4K2A inh	LDHA block	IDH1 R132H inh	USP1-UAF1 inh	RXFP1 ag	GRP78 ERSR act	TrxR1 substrate
CCc1ccc(C(C)NC(=O)c2ccncc2)cc1 (stereo not drawn)	-3%	12%	2	2	7%	-13%	-2.7%	0%	6%
Cn1nc(-c2ccccc2)cc1NC(=O)c1ccc(Cl)cc1	4%	6%	-4	-5	4%	-25%	0.2%	-1%	6%[57.1 µM]
O=c1c2ccccc2oc2ccc(-c3ccc4cc[nH]c4c3)cc12	2%	2%	-3	4	12%	-24%	x	-1%	11%
O=C(CNCc1ccccn1)Nc1cc(S(=O)(=O)N2CCCCC2)ccc1Cl	0%	-3%	3	2	2%	-25%	3.9%	-4%	-8%[57.1 µM]
COc1ccc(-c2nn(-c3ccccc3)cc2/C=N/Nc2ccc(Cl)c(C(=O)O)c2)cc1OC	-2%	7%	7	-11	-5%	-26%	6.9%	2%	6%
COC(=O)C1=C(CSc2nc3c(cc2C#N)CN(C)CC3)OC(N)=C(C#N)C1c1ccccc1F (stereo not drawn)	-5%	-24%	-27	2	8%	u	3.8%	2%	7%
COCCCNC(=O)CSc1nc2cc3c(cc2c(=O)n1CCCC(=O)NCc1ccc2c(c1)OCO2)OCO3	-2%	3%	3	4	-8%	6%	0.6%	-4%	4%[57.1 µM]

Further structures follow:
SMILES	Vif-APOBEC3G blk	Vif-A3F inh	PI4K2A inh	LDHA block	IDH1 R132H inh	USP1-UAF1 inh	RXFP1 ag	GRP78 ERSR act	TrxR1 substrate
COc1ccc(C(=O)Nc2ccncc2)c(OC)c1	-2%	-13%	0	-18	0%	-9%	1.3%	1%	2%[57.1 µM]
O=C(SCc1c(O)c2ccccc2oc1=O)c1ccccc1	-19%	-6%	5	-2	11%	-20%	x	-5%	x
CCNC(=O)NC(=O)C(C)OC(=O)CCCSc1nc2ccccc2s1 (stereo not drawn)	0%	8%	4	-4	2%	-12%	-1.4%	-13%	-11%
N#Cc1sc2nc3c(cc2c1N)CCCC3	2%	16%	-3	-3	-1%	-11%	14%	4%	0%
CCOC(=O)c1cn(CC)c2cc(N3CCN(C)CC3)c(F)cc2c1=O	-1%	0%	3	1	4%	-20%	0.0%	-7%	28%
N#CCn1c2ccccc2c2nc3ccccc3nc21	-5%	-3%	1	-1	12%	-13%	1.1%	-3%	10%[57.1 µM]
CC1CCC(NC(=O)COC(=O)c2cccnc2Cl)CC1 (stereo not drawn)	4%	2%	3	-6	-5%	-20%	2.5%	0%	7%
O=C(Nc1cccc(Cl)c1)/C(=C\c1cccnc1)NC(=O)c1ccco1	0%	-11%	-5	1	13%	-12%	-0.5%	-5%	1%
CC(C)[C@H](NC(=O)c1ccc(C(C)(C)C)cc1)C(=O)N1CCN(Cc2ccc3c(c2)OCO3)CC1	4%	1%	-1	-9	-2%	-26%	x	0%	-13%
CCc1sc(C(=O)Nc2ccc(F)cc2C)cc1C	-3%	-22%	-1	-8	3%	-13%	26%	6%	-3%
CCOc1cc(C(=O)OC(C(=O)NC(=O)NC)c2ccccc2)ccc1OCC(=O)N1CCOCC1 (stereo not drawn)	0%	3%	3	0	3%	-6%	x	-5%	-10%
Cn1cncc1C#Cc1ccc2cc(CCO)oc(=O)c2c1	-2%	2%	-2	-1	-4%	-17%	5.5%	1%	15%[57.1 µM]
COc1ccc(NC(=O)CCc2nnc3ccc(NCc4ccco4)nn23)cc1OC	-8%	u	-15	2	-4%	-5%	3.3%	-1%	-3%
COc1cccc(OC)c1C(=O)Nc1cccnc1	0%	-7%	-3	0	-5%	-12%	0.4%	-1%	0%
O=C(NN=Cc1cccc([N+](=O)[O-])c1)c1cccc2ccccc12	0%	7%	8	-6	8%	-2%	x	-4%	8%[57.1 µM]
CNC(=O)c1[nH]cnc1C(=O)Nc1ccc(Cl)cc1	7%	5%	-6	-8	8%	-17%	-0.9%	-2%	21%
Cc1cccc(C(=O)NCC(=O)OCC(=O)N2CCc3ccccc32)c1	1%	-2%	13	-3	-7%	0%	-1.9%	-1%	-6%[57.1 µM]
C=CCNC(=S)NNC(=O)c1ccc(=O)n(Cc2ccccc2)c1	0%	9%	2	-2	-5%	-3%	0.6%	-4%	-5%
